Screens deposited in PubChem BioAssay by several laboratories.
NS3 helicase inh = inhibitors of Hepatitis C virus NS3 helicase | NS3 helicase DNA unwinding, Cy5 molecular beacon fluorescence | inhibition, % at 10.9 µM | hit rate 0.56% among 290,000 | AID 1800;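 active = inhibition above the mean of all tested compounds plus 3 SD, set per campaign, cut at about 35% in these data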;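 also: 0% = DMSO wells and 100% = thioflavine S control wells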
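test system = hepatitis C virus NS3 helicase domain fragment enzyme | reagent = annealed dual-labelled DNA beacon duplex, ATP-started | times = 1 h at 25 °C | detection = Cy5 fluorescence, 0 and 60 min reads | read-out basis = percent inhibition from t60/t0 fluorescence ratio | control set = DMSO and thioflavine S | replication = one well per compound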
NALP1 inh = inhibitors of NALP1 inflammasome in yeast | S. cerevisiae NALP1/ASC/caspase-1 growth, X-gal OD620, 72 h | inhibition, % at 10 µM | hit rate 0.61% among 280,000 | AID 2071; in the data active = inhibition mostly above about 24%, no sharp cut-off; inactive = mostly below about 32%; also: some compounds called inactive have numbers as strong as hits
FID counter = counter-screen for HCV NS3 helicase inhibitors: DNA intercalator displacement; hit rate 0.17% among 290,000; inhibition, % at 7.9 µM; AID 1845; DNA fluorescent intercalator displacement, fluorescence; in the data active = inhibition above about 37%;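 also: 0% = vehicle and 100% = reference compound; higher means more ethidium bromide displaced from hairpin DNA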
VIM-2 inhibitor = inhibitors of Pseudomonas aeruginosa VIM-2 metallo-beta-lactamase; purified VIM-2, nitrocefin hydrolysis, epi-absorbance fluorescence; hit rate 0.89% among 290,000; inhibition, % at 5.6 µM;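 active = inhibition above the mean of all tested compounds plus 3 SD, cutoff set per screening run, cut at about 7.5% in these data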;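 also: red hydrolysis product quenches plate fluorescence so inhibitors raise well fluorescence; 0% = enzyme with DMSO and 100% = DMSO without enzyme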
IMP-1 inh = inhibitors of Pseudomonas aeruginosa IMP-1 metallo-beta-lactamase; purified IMP-1, nitrocefin hydrolysis, epi-absorbance fluorescence; inhibition, % at 5.6 µM; hit rate 0.45% among 290,000; AID 1556;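 active = inhibition above the mean plus 3 SD of all compounds in the same screening run, cut at about 4.5% in these data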;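 also: 0% = IMP-1 with DMSO and 100% = DMSO wells lacking enzyme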
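System: purified IMP-1 / Input: IMP-1 dispensed at 0.2 nM / Medium: 50 mM HEPES pH 7.1, 50 µM ZnSO4, 0.05% Brij 35 / Timing: 15 min enzyme–compound preincubation, then 25 min nitrocefin reaction, 25 °C / Technique: plate fluorescence quenching by hydrolysis product, ex 480/em 530 nm / Repeats: singlicate testing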
M18AAP inhibitor = PfM18AAP enzyme inhibition; recombinant PfM18AAP, H-Glu-NHMec fluorogenic cleavage; inhibition, % at 7.35 µM; AID 1822; hit rate 1.2% among 290,000;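 active = inhibition above the campaign mean inhibition over all tested compounds plus 3 SD, cut at about 28% in these data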;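 also: 0% = plate median of test compound wells and 100% = 2 mM ZnCl2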
MEKK2 WT-MEK5 = raises or lowers MEK5 binding to wildtype human MEKK2 PB1 domain; hit rate 1.1% among 290,000; Q9Y2U5; binding response (% of control), % at 10 µM; bead flow cytometry, Alexa488-MEK5 binding to MEKK2 WT; actives lie on both sides; AID 1531; in the data active = binding response below about 67% or above about 130%
SUMO HTRF inh = blocks human SUMOylation mediated by UBC9. P63279. HTRF SUMOylation assay, SAE1/SAE2 + UBC9, in vitro. hit rate 0.36% among 290,000. inhibition, % at 35 µM; in the data active = inhibition above about 50%, passing the limit was not always enough; also: strong numbers were not always called active
Target sequence (P63279 whole entry, looked up): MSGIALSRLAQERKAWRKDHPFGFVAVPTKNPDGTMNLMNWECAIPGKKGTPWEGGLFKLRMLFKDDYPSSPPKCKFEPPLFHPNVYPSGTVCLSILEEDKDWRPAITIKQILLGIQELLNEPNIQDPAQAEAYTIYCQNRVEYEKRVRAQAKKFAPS
MEKK2mut PB1 HTS = signal of MEK5 binding to mutant human MEKK2 PB1 domain | percent response, % at 10 µM | bead flow cytometry, Alexa488-MEK5 binding to MEKK2 mutant | hit rate 0.35% among 290,000; in the data active = percent response above about 24%, passing the limit was not always enough; also: inactives centre near 1; some results filed as inactive read as strong as hits
* hit, by the source's call; . = not tested or not shown.

SMILES	NS3 helicase inh	NALP1 inh	FID counter	VIM-2 inhibitor	IMP-1 inh	M18AAP inhibitor	MEKK2 WT-MEK5	SUMO HTRF inh	MEKK2mut PB1 HTS
COc1cccc(-c2c(C(=O)N/N=C(\C)c3ccco3)nnn2-c2nonc2N)c1	5	3	-37	-3.8	-4.8	2	102	3	4
Cc1ccc(N(CC(=O)NCCSCc2ccco2)S(C)(=O)=O)cc1	8	5	-11	-0.7	-3.7	-6	95	30	4
CC(C)=CCN1CCN(Cc2cn(C(C)C)c3ccccc23)CC1CCO (stereo not drawn)	-3	22	6	-2.3	-3.5	7	118	8	13
CCN(CC)CCNC(=O)c1nn(-c2ccc(C)cc2)c(=O)c2c1c1ccccc1n2C	-22	6	13	6.2	-3.0	2	121	27	10
O=C(CSc1nnc(NC(=O)c2ccc(F)cc2F)s1)NC1CCCC1	-1	12	-15	3.3	-2.1	5	93	-12	-8
COc1ccc(S(=O)(=O)N2CCOCC2)cc1Br	0	3	0	-4.2	-4.3	-11	96	7	-3
CCOc1cc(-c2nc(-c3ccccc3OC)no2)cc(OCC)c1OCC	-6	3	-4	-0.9	-0.2	-9	100	-9	-3
Cc1nn(-c2ccccc2)c2c1P(=O)(O)/C(=C1\N(C)c3ccccc3C1(C)C)C=N2	-22	21	-40	-3.1	-0.9	-1	93	26	-3
c1ccc(C2Nc3ccccc3-c3nc4ccccc4n32)cc1 (stereo not drawn)	0	0	0	-3.8	-0.7	10	104	27	-1
CCOC(=O)c1sc(NC(=O)CSc2nncs2)c(C(=O)OCC)c1C	14	8	-9	-4.0	-4.0	5	104	14	11
CC(=O)Nc1cccc(NC(=O)c2ccccc2OCc2ccccc2)c1	-13	12	-25	0.1	-3.0	1	103	7	-2
C=CCn1c(C)c(C(C)=O)c(N2CCN(C(c3ccccc3)c3ccccc3)CC2)nc1=S	-4	-1	-28	-5.6	-4.0	1	96	-22	-3
CCOC(=O)[C@@H]1CCN(Cc2ccccc2)C[C@H]1c1ccccc1	-17	-1	7	-1.0	-0.1	0	92	10	-22
Cc1[nH][nH]c(=O)c1C(c1ccc(Br)cc1)c1c(C)[nH][nH]c1=O	-11	9	-13	-3.3	-4.5	16	97	8	4
CN1CCC(=NNC(=O)CSc2ccc(Cl)cc2)CC1	3	2	-6	-1.9	-2.3	4	102	9	0
O=C(O)c1ccc(NS(=O)(=O)c2ccc(Cl)c(Cl)c2)cc1O	21	8	-8	0.2	2.7	6	107	23	11
CC1CCCCC1NC(=O)CCCn1c(=S)[nH]c2ccsc2c1=O (stereo not drawn)	3	-14	-24	-4.0	-3.8	-2	102	0	10
CCN(CC)Cc1c(O)c(Cl)cc2c3c(c(=O)oc12)CCCC3	28	4	-21	-0.3	4.4	14	97	35	0
Cc1ccc2nc3nc(NCC4CCCO4)c(C(=O)NC4CCCC4)cc3c(=O)n2c1 (stereo not drawn)	8	0	0	-0.7	-3.0	2	122	42	30
CCOC(=O)c1c(NC(=O)COC(=O)c2nc(Cl)ccc2Cl)sc2c1CCC2	8	22	-9	0.3	-4.3	-1	101	-8	1
COCCn1c(SCC#N)nnc1-c1ccccc1	1	12	-2	-1.4	-2.9	-2	99	22	4
COC(=O)CSc1cc(C(=O)c2nccn2C)c2ccccc2n1	1	3	-9	-1.9	-2.4	-1	106	14	3
O=S(=O)(/N=C(/Nc1ccc(Cl)c(S(=O)(=O)N2CCOCC2)c1)c1ccc(F)cc1)c1ccccc1	-8	4	-36	-0.6	-4.7	5	101	2	0
CCC(C)c1ccccc1NC(=O)CN1CCN(C/C=C/c2ccccc2)CC1 (stereo not drawn)	-26	53*	-5	-3.4	-0.9	2	109	-11	0
CS(=O)(=O)c1ccc(NS(=O)(=O)c2ccc3ccccc3c2)cc1	5	-3	-9	0.2	-2.4	1	98	-11	-7
C=CCNC(=S)NNC(=O)CSc1nc2ccccc2s1	-3	19	-9	-1.3	-1.9	14	111	-10	3
CC1=CC(C)(C)N2C(=O)C3(C(C#N)=C(N)Oc4cc(O)ccc43)c3cccc1c32 (stereo not drawn)	-21	10	-22	-2.8	-0.3	6	96	8	-1
CCC[C@H]1COCCS(=O)(=O)N1Cc1ccccc1F	16	11	-12	-2.5	1.8	-12	97	12	-6
CC(CNc1ccc([N+](=O)[O-])cc1)NC(=O)c1ccccc1Br (stereo not drawn)	-7	41	2	-2.1	-0.9	0	78	-6	-16
CC(C)(C)c1ccc(C2C(C(=O)c3ccco3)=C(O)C(=O)N2CC2CCCO2)cc1 (stereo not drawn)	37*	8	-44	-0.9	-2.7	7	103	-7	2
COc1ccc(N2CCN(C3CCCN(C(=O)CSC)C3)CC2)cc1 (stereo not drawn)	-9	11	-8	0.4	-1.9	1	99	-7	0
O=C(O)CCc1ccc(-c2cccs2)n1NC(=O)c1ccc(Cl)cc1Cl	7	14	-8	-5.4	-3.6	-8	98	17	9
O=C(O)/C=C/c1ccc(OCc2cccc(F)c2)cc1	13	8	-7	-0.1	-2.8	6	90	9	-13
Cc1ccc2c(c1)nnn2C1CCN(CC(=O)NCc2ccccc2F)CC1	-10	11	-9	-0.5	0.6	9	97	22	-7
Cc1ccc(C)c(N2CCN(S(=O)(=O)c3cc4c(cc3Cl)NC(=O)CO4)CC2)c1	0	13	0	-2.2	-3.2	-3	92	20	-4
CC(NC(=O)COC(=O)CCc1ccccc1)c1ccccc1 (stereo not drawn)	-6	23	-12	-0.5	-2.1	1	108	2	0
COCc1nnc(NC(=O)c2ccccc2Oc2ccccc2)s1	-2	9	-22	4.3	-3.0	2	96	-6	-2
CCCCCC(=O)NNC(=O)c1ccc(-c2ccccc2)cc1	-5	43	1	-6.3	-1.7	-1	102	20	6
COc1ccc(CNC(=O)CN(CCC(C)C)S(=O)(=O)c2ccc3c(c2)OCCO3)cc1	-36	9	-28	0.2	-0.1	1	82	-25	-3
O=C(Nc1cccc(C(=O)N2CCCC2)c1)c1ccccc1	-2	2	-11	-0.1	-6.1	-12	110	1	1
COc1ccc(C2CC(c3ccccc3)=NN2C(=O)COC(=O)CNC(=O)c2ccccc2)cc1 (stereo not drawn)	-1	4	6	-5.7	-2.0	-1	90	7	-3
CCO[C@H]1OC(C(=O)N2CCOCC2)=C[C@@H](C)[C@@H]1CCCO	4	0	-1	-0.7	-2.4	-14	106	21	9
COc1cc(OC)cc(C(=O)OCC(=O)NC(C)CCc2ccccc2)c1 (stereo not drawn)	-15	29	-25	-2.0	-0.2	-6	94	2	-8
COc1ccc2oc(=O)c(C(=O)NCc3ccc(C)cc3)cc2c1	-7	-9	-20	-1.9	-4.8	-5	108	7	8
Cc1cccc(C(=O)NC(=S)Nc2ccc(S(=O)(=O)N3CCCCC3)cc2)c1	-12	12	1	-3.4	-3.6	10	100	-10	12
O=Nc1c(-c2ccccc2)cc2ccccn12	-1	38*	10	-0.3	-2.6	2	100	-17	-2
O=C(NCc1ccco1)C(=O)NCC1OCCCN1S(=O)(=O)c1ccc(F)cc1 (stereo not drawn)	5	1	-6	-2.7	-5.0	2	94	12	-10
CCCCC1(C)Nc2ccccc2-c2nc3ccccc3n21 (stereo not drawn)	2	-2	0	-1.2	-0.8	3	107	0	2
Cc1nc2c(=O)oc3ccccc3c2n1-c1ccccc1	-6	0	-13	3.7	-0.5	-13	102	-6	6
Cc1cc(C(=O)CSc2nc(N)cc(=O)[nH]2)c(C)n1-c1ccc(OC(F)F)cc1	5	14	-21	-1.5	-0.1	2	89	5	-6
CCCn1cc(SCC(=O)NCc2ccc3c(c2)OCO3)c2ccccc21	5	28	-21	-4.0	-2.6	-8	109	-2	12
COc1ccc(Nc2cc(Nc3cc(OC)c(OC)c(OC)c3)ncn2)cc1	-14	14	-28	-1.2	-2.9	5	106	2	6
CCOc1ccc(CNC(=O)c2ccc(Sc3ccc(C)cc3)c(NC(C)=O)c2)cc1OC	0	12	-33	-3.9	-2.5	-10	101	-21	0
O=C1NC(=Nc2cccc(O)c2)S/C1=C\c1cccc([N+](=O)[O-])c1	27	17	-2	-2.7	-4.3	3	101	-5	3
O=C(N/N=C/c1cccc(Cl)c1)C(c1ccncc1)N1CCOCC1 (stereo not drawn)	18	.	-13	-1.9	-1.5	3	89	15	-8
Cc1nn2c(c1-c1ccccc1)NC1=C(C(=O)CCC1)C2c1ccccc1 (stereo not drawn)	0	-5	-23	-1.6	-1.8	6	100	38	0
COc1ccc(OC)c(C(=O)NC(CC(N)=O)c2ccc(N3CCCCCC3)c([N+](=O)[O-])c2)c1 (stereo not drawn)	12	14	-32	-4.2	-4.3	-2	101	3	5
